Screening results (PubChem BioAssay)
AI-2 QS modul: modulates the Vibrio harveyi AI-2 quorum sensing system; Vibrio harveyi JMH597 AI-2 luminescence/OD600 ratio, 9 h; active compounds read low; strain lacks LuxN and CqsS sensors; 0 = neutral-control median; activity change, % at 7.5 µM; 300,000 compounds, 0.4% hits; in the data active = activity change below about -75%, passing the limit was not always enough; inconclusive = no clear call, values can overlap the other calls;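 also: luminescence divided by OD600 gain over 9 h not by final OD600 alone; inactives centre near 13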
HSF1 activator: increases HSF-1 driven luciferase reporter signal; NIH3T3-HGL HSF-1 luciferase reporter, MG132, 8 h; 100% = twice DMSO control signal; AID 504408; 300,000 compounds, 1.7% hits; activation, % at 9 µM;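 active = mean replicate activation of at least 50% with a set share of replicates each reaching 50%; inconclusive = only one of those two conditions met; inactive = mean below 50% and too few replicates reaching it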;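 also: 0% = median of the neutral control wells and 100% = twice that signal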
Dyrk1A ADPGlo: inhibitors of rat Dyrk1A kinase; ADP-Glo luminescence, NFATc1 peptide; 310,000 compounds, 0.43% hits; Q63470; inhibition, % at 12.5 µM; in the data active = inhibition above about 50%;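 also: plate controls were vehicle with enzyme for no effect and no enzyme for full effect; many of its hits are not listed in these tables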
GSK3beta inhib: blocks human GSK3beta kinase activity. P49841. GST-GSK3beta kinase, ADP-Glo luminescence, 60 min; active compounds read low. activity score (negative = inhibition), % at 10 µM. 300,000 compounds, 0.038% hits. AID 2097;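 active = more than half of replicate wells score below -50%, meaning over 50% inhibition versus plate controls; inconclusive = some replicates but at most half score below -50%; inactive = no replicate scores below -50%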;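 also: 0% = median DMSO wells and -100% = median GW8510 positive control wells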
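Test system – GST-tagged human GSK3beta kinase, cell-free · Incubation – 60 min enzyme reaction, room temperature · Signal – ADP-Glo luminescence · Also added – peptide substrate and ATP at 25 µM · Controls – DMSO neutral wells and GW8510 at 20 µM as positive · Buffer or medium – Tris/MgCl2 kinase buffer · Measure – Luminescence-derived activity versus plate DMSO and GW8510 wells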
HSP90 inh: blocks HSP90-mediated luciferase refolding in reticulocyte lysate; Rabbit reticulocyte lysate, luciferase refolding luminescence, 3 h; inhibition, % at 5.6 µM; 290,000 compounds, 0.91% hits;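 active = inhibition above the screen-wide mean plus 3 SD, computed separately per campaign, cut at about 16% in these data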;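 also: 0% = DMSO wells and 100% = 60 µM geldanamycin wells; inhibitors lower the luminescence because luciferase stays unfolded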
HDAC3 inhib: human HDAC3 inhibition; 320,000 compounds, 0.15% hits; inhibition, % at 8.3 µM; AID 2718; O15379; recombinant HDAC3, fluorogenic peptide/trypsin coupled, fluorescence; in the data active = inhibition above about 26%, passing the limit was not always enough; inconclusive = no clear call, values can overlap the other calls
Target sequence (O15379 whole entry, looked up): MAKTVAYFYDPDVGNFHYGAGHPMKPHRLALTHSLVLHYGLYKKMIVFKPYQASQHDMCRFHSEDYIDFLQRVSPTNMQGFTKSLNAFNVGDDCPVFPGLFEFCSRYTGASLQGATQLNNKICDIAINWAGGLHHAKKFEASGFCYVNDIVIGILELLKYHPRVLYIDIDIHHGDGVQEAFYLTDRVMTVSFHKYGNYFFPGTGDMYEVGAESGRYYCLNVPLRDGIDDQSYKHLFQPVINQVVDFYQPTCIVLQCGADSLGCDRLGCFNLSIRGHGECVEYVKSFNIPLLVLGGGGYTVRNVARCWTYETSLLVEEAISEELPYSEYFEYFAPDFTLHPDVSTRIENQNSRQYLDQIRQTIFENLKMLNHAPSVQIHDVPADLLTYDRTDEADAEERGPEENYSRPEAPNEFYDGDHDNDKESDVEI
PolyA inh: yeast polyadenylation inhibition | S. cerevisiae SKY197-pL101 polyadenylation reporter, beta-gal luminescence; efflux-impaired pdr1/pdr3 knockout yeast; score 100 = 6 SD above DMSO | calls only at 12 µM | 300,000 compounds, 0.02% hits;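 active = lowest replicate activity score at least 50, where 100 means six control SD above control mean; inconclusive = lowest score under 50 but half or more replicates reach 50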;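 also: yeast exposed to compound for 9 h at 30 °C; higher score means more reporter readthrough which indicates perturbed polyadenylation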
HSF1 inh: HSF1 inhibition; 300,000 compounds, 0.77% hits; NIH3T3-HGL HSE-luciferase, MG132-induced, luminescence 8 h; active compounds read low; activity change, negative = inhibition, % at 7.5 µM (by protocol);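 active = more than half of replicate wells show activity change below -50%, luminescence cut by over half; inconclusive = some wells, but at most half, below -50%; inactive = no replicate well below -50%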;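 also: luciferase reports HSF-1 transcriptional activity via heat shock element; 0% = median of DMSO wells and -100% = zero luminescence signal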
Platelet DG rel: modulates dense granule release in human platelets. human platelet-rich plasma, SFLLRN dense granule ATP release, luminescence. inhibition, %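 (compounds screened at 7.5 µM in platelet-rich plasma)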. 300,000 compounds, 0.22% hits;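 active = mean replicate score, as percent of positive control, at or above 50; inconclusive = mean below 50 but at least one replicate at or above 50; inactive = mean and every replicate below 50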
GSK3 alpha inh: human GSK-3 alpha kinase inhibition | P49840 | ADP-Glo luminescence, 60 min | inhibition, % at 10 µM | 320,000 compounds, 0.1% hits;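 in the data active = inhibition above about 50%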;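 also: GST-tagged GSK-3 alpha with peptide substrate and 25 µM ATP; 0% = DMSO neutral wells and 100% = GW8510 positive control wells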
Target sequence (P49840 whole entry, looked up): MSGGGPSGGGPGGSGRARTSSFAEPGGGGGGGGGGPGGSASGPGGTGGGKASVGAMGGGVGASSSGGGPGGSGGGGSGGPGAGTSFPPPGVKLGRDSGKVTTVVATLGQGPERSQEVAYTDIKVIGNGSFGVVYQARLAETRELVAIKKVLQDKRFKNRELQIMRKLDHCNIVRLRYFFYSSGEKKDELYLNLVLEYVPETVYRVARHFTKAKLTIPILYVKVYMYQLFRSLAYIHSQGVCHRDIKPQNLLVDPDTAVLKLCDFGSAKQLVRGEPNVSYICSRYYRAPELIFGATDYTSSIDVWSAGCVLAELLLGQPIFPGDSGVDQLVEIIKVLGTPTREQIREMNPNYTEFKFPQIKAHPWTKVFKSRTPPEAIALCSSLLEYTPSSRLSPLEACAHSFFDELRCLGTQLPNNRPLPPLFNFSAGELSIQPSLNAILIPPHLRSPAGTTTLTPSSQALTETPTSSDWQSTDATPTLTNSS
The depositor's hits bear a star; i = inactive; ? = inconclusive; . = not tested or not shown.

SMILES	AI-2 QS modul	HSF1 activator	Dyrk1A ADPGlo	GSK3beta inhib	HSP90 inh	HDAC3 inhib	PolyA inh	HSF1 inh	Platelet DG rel	GSK3 alpha inh
Cc1csc(NC(=O)c2ccc(C)c(S(=O)(=O)N3CCOCC3)c2)n1	55	-2	.	4	0	0	i	-1	0	0
S=c1[nH]nc(-c2cc(-c3ccccc3)n[nH]2)n1/N=C/c1cccc(Cl)c1	17	8	.	0	-2	?	i	1	-7	0
O=C(Nc1ccc(N2CCCCC2)cc1)c1ccc2ccccc2n1	19	8	9	5	-3	6	i	13	2	-3
NC(=O)CSc1nc2cc([N+](=O)[O-])ccc2n1-c1cccc(C(F)(F)F)c1	29	20	-8	-1	-2	16	i	1	3	-7
CC1=C(C(=O)NCc2ccccn2)C2(CCC(C)CC2)OC1=O (stereo not given)	24	27	9	0	0	8	i	-5	-1	0
O=C(CCc1ccccc1)Nc1cccc(-c2nnc(-c3ccco3)o2)c1	13	18	-3	3	-1	1	i	-6	1	-2
Cc1sc2ncn3c(C)nnc3c2c1C	6	0	14	-1	-3	10	i	-4	0	3
Nc1nnc(-c2ccccc2F)s1	18	5	-6	1	4	-3	i	8	0	5
COc1ccc(NC(=S)N2CCCC2)cc1	19	24	-5	1	-1	-4	i	7	3	-2
Cc1cc(=O)[nH]c(SCC(=O)Nc2ccccc2C)n1	40	-9	-2	-1	0	-1	i	0	-1	1
COc1cc2c(cc1OC)C(c1ccc(O)cc1)NCC2 (stereo not given)	11	-7	8	2	2	1	i	-2	-2	-1
O=C(NCCc1ccc(Cl)cc1)C1CCC(=O)N(C2CCCCCC2)C1 (stereo not given)	13	9	1	1	-3	?	i	5	-6	0
Cc1ccc(CCNC(=O)c2cc(S(=O)(=O)N3CCCCC3)c[nH]2)cc1	13	28	3	1	5	-3	i	4	6	0
Cc1ccc(S(=O)(=O)c2c(N)n(CCN3CCOCC3)c3nc4ccccc4nc23)cc1C	23	10	-2	-5	1	-15	i	3	3	-1
O=c1[nH][nH]cc1C=Nc1ccccc1O	21	32	43	1	7	2	i	13	4	-1
CCC(C)(C)n1nnnc1CN1CCN(c2nc3ccc(C)cc3cc2C#N)CC1	25	38	0	1	-2	-4	i	6	0	-2
CCOC(=O)c1cn2nc(Oc3ccccc3)ccc2n1	21	19	-4	1	1	2	i	20	20	1
CCN1CCCC1CNS(=O)(=O)c1ccc(C(=O)Nc2ccccc2)cc1 (stereo not given)	5	5	0	-2	-2	1	i	4	-15	0
O=c1cnnc(Nc2ccccc2F)[nH]1	23	-10	0	1	-5	0	i	-4	-4	-1
Cc1[nH]c2ccccc2c1-c1csc(NC(=O)CN2CCOCC2)n1	28	0	-3	-6	1	-1	i	1	0	5
c1ccc(CN2CCC(=NNc3nc4ccccc4[nH]3)CC2)cc1	34	11	8	-11	16	1	i	2	-9	-1
CCc1cccc(NC(=O)COC(=O)C2CCN(c3ccc(C(F)(F)F)cn3)CC2)c1	21	0	6	3	.	3	i	-5	21	-1
COc1ccc(CNC(N)=O)cc1OC	14	20	-6	3	1	9	i	-4	-5	5
Cc1ccc(S(=O)(=O)C2(C(=O)NCCc3ccccc3)CC2)cc1	8	8	-5	-3	-4	-4	i	3	-2	0
Cc1noc(C)c1CN1C(=O)NC2(CCCCCCC2)C1=O	16	-8	-8	25	7	0	i	-3	3	1
Cc1cc(NC(=O)c2cncc(Br)c2)ccc1NC(=O)c1cc2ccccc2o1	6	-26	-3	-1	3	-12	i	-25	8	0
C/C(=N/NS(=O)(=O)c1cccc([N+](=O)[O-])c1)c1c[nH]c2ccccc12	19	-11	11	3	-1	3	i	-5	0	5
CS(=O)(=O)c1ccc2nnn(OCC(=O)Nc3cccc(C#N)c3)c2c1	15	1	24	0	2	-8	i	-3	11	-1
OC(CNCCc1ccc(Cl)cc1Cl)COc1ccccc1 (stereo not given)	-1	8	8	-1	11	4	i	-1	.	-3
COc1cc(CNc2ccc(O)cc2)cc(Br)c1OCc1ccccc1	-1	5	-1	-4	-1	?	i	1	-6	-1
O=C(CCC(=O)c1ccc(F)cc1)Nc1ccccc1Cl	21	8	-17	-1	0	3	i	4	5	-3
CCOc1ccc(/C=C2\SC(=S)N(Nc3ccccc3)C2=O)cc1OC	26	17	-3	2	6	11	i	16	1	-1
CSc1ccc(Cl)c(C(=O)NCCOc2ccccc2)c1	12	9	3	-1	-3	5	i	4	2	0
Cc1cc(C)nc(Nc2n[nH]c(-c3cccc4ccccc34)n2)n1	15	18	0	-1	-1	-2	i	13	-5	-1
CCOC(=O)C1CCCN(S(=O)(=O)CCNC(=O)c2cccc(OC)c2)C1 (stereo not given)	7	-1	3	2	.	3	i	-11	19	-3
COC(=O)C1CSC(C)(C)C(=O)N1 (stereo not given)	10	-5	0	0	0	11	i	3	4	-4
CN1C(=S)SC(C)(NO)C1(C)C (stereo not given)	10	-2	7	2	1	-1	i	3	-3	-1
COc1ccc2oc(C(=O)Nc3ccc(S(=O)(=O)N(C)C4CCN(C)CC4)cc3)c(C)c2c1	22	-16	9	1	-2	4	i	-11	13	5
COc1ccc(/C=N/NC(=O)c2cccnc2)cc1CN1CCc2cc(OC)c(OC)cc2C1C (stereo not given)	43	13	.	0	1	-1	i	8	2	0
CCC(CO)NCc1ccc(-c2ccccc2)cc1 (stereo not given)	24	-19	5	3	-2	0	.	-3	12	2
O=c1[nH]c(SCc2ccc(Cl)cc2)nc2ccsc12	24	127*	.	2	3	1	i	72	-7	2
O=C(Nc1ccc(Cl)cc1)Nc1ccc(Oc2cccnc2)nc1	-4	30	.	-1	4	2	i	11	3	0
O=C(COC(=O)/C=C/c1ccc([N+](=O)[O-])cc1)NCc1ccc2c(c1)OCO2	17	-16	2	1	-1	3	i	-4	3	-1
CC(Oc1ccc2ccc(=O)oc2c1)C(=O)NCCCn1ccnc1 (stereo not given)	20	3	2	8	-5	2	i	1	22	-2
COc1ccc(S(=O)(=O)NNC(=O)C2CC(c3cccnc3)=NO2)cc1 (stereo not given)	13	5	-3	5	2	-2	.	0	6	-2
COc1ccc(OC)c(S(=O)(=O)N2CCN(C(=O)c3ccco3)CC2)c1	12	15	-2	-5	4	2	i	-1	2	-1
COc1cc(/C=N/Nc2nc(C)cc(=O)[nH]2)ccc1O	43	-10	9	0	-6	0	i	-4	3	1
Cc1cc(NC(=O)Nc2cc(F)ccc2C)n(C)n1	13	-3	-2	2	3	3	i	1	-1	-3
O=Cc1ccccc1Oc1ccccc1	11	3	-4	-6	0	-6	i	-5	3	.
CCN(CC(=O)Nc1ccc2c(c1)OCCO2)C(=O)CC(NC(C)=O)c1ccccc1 (stereo not given)	19	-10	-4	1	.	8	i	1	0	0
Cc1ccc(C(=O)Nc2ccc(Cl)cn2)cc1	3	35	-8	-3	7	4	i	3	-3	-3
Cc1cccc(Cn2cc(/C=C/[N+](=O)[O-])c3ccccc32)c1	22	2	0	3	7	5	i	14	-7	-4
CC(C)CC(=O)Nc1cccc(NC(=O)c2ccccc2Cl)c1	10	5	-5	-1	-3	-11	i	2	92*	0
CC(=O)c1ccc(NC(=O)Cc2cccs2)cc1	6	-29	.	0	1	2	i	-15	-9	2
COc1ccc(Cc2nn3c(-c4ccccc4Br)nnc3s2)cc1	22	-11	8	7	-1	-5	i	-21	4	-2
CCCn1nnc(NC(=S)NC(=O)c2ccc(-c3ccc(Br)cc3)o2)n1	-12	26	.	-1	3	-7	i	13	4	-6
Cc1ccc(C(OCC(C)(C)C[N+](C)(C)C)c2ccccc2)cc1 (stereo not given)	-9	5	-2	2	3	0	i	-7	-1	0
O=C(CSc1nc2ccccc2n1CC(=O)N1CCCC1)NCc1ccc2c(c1)OCO2	-1	-4	0	0	5	5	i	-10	7	2
COc1ccc(-c2csc(=NCCO)n2-c2ccccc2)cc1	24	-7	6	-4	-5	5	i	-16	8	-5
CC(C)(C)c1nn(-c2ccccc2)c2nc(Cl)c(C=O)cc12	12	-5	0	-2	0	-1	i	-2	5	-1

Remaining list, next part
SMILES	AI-2 QS modul	HSF1 activator	Dyrk1A ADPGlo	GSK3beta inhib	HSP90 inh	HDAC3 inhib	PolyA inh	HSF1 inh	Platelet DG rel	GSK3 alpha inh
Nc1ccccc1-n1cccc1	12	-13	.	1	-1	-5	i	-18	5	2
Cc1nn(CC#N)c(=O)n1N(C)c1ncc(C(F)(F)F)cc1Cl	35	7	.	0	2	-12	i	-2	13	-1
O=C(CNCC1CCCCC1)Nc1cccc(S(=O)(=O)N2CCOCC2)c1	3	-2	2	5	0	-1	i	5	-4	-9
CC(=O)C1=C(C)NC(SCSc2ccccc2)=C(C#N)C1c1cccnc1 (stereo not given)	41	15	.	1	3	2	i	18	7	-2
Cc1ccc(S(=O)(=O)N2CCN(C(=O)CN3CCc4ccccc4C3)CC2)cc1	27	7	-4	3	-1	4	i	0	4	0
Cc1c(Cl)cccc1NC(=O)CSc1nncn1-c1ccccn1	31	8	8	1	-1	-1	i	-2	-3	-2
COc1cccc(CN2CCN(CC#Cc3ccccc3)CC2CCO)c1 (stereo not given)	8	-6	-2	7	-3	-4	i	3	4	-4
Cc1ccccc1C(=O)Nc1ccnn1C1CCN(Cc2ccncc2)CC1	29	3	3	-2	-3	-4	i	-1	8	1
COc1ccc(-c2cc(C(F)(F)F)nc(SCC(=O)Nc3sc4c(c3C#N)CCC4)n2)cc1	4	35	-3	-5	4	-1	i	10	12	.
CCCCCOC(=O)C1=C(C)Nc2nnnn2C1c1ccc(OC)c(OC)c1OC (stereo not given)	1	8	-3	2	5	12	i	4	2	0
CCN1CC(CN(C)Cc2nc(-c3ccc(C(F)(F)F)cc3)no2)CC1=O (stereo not given)	7	11	13	0	0	1	i	6	-2	-2
Fc1ccc(N/N=C/C=C/c2ccccc2)c(F)c1	-56	23	0	-1	-3	6	i	23	12	2
C/C(=N\N1C(=O)c2ccccc2C1=O)c1cccc([N+](=O)[O-])c1	22	1	5	-1	0	.	i	2	-4	0
Cc1ccc(OCC(=O)N/N=C/c2ccccc2)c([N+](=O)[O-])c1	22	31	4	-2	5	.	i	7	2	.

Only part of the results is shown; rates above refer to the full screens.
